# From PubChem BioAssay
# KAT2A inh = GCN5L2 (KAT2A) acetyltransferase inhibition | Q92830 | GCN5L2 HAT assay, ThioGlo1 CoA-SH fluorescence | Potency, µM (titrated, usually from 58.9 µM), without a hit: top-dose activity change, negative = inhibition, most hits filed as inhibitors | 390,000 tested, 0.21% active | AID 504327
# Target sequence (Q92830 whole entry, looked up): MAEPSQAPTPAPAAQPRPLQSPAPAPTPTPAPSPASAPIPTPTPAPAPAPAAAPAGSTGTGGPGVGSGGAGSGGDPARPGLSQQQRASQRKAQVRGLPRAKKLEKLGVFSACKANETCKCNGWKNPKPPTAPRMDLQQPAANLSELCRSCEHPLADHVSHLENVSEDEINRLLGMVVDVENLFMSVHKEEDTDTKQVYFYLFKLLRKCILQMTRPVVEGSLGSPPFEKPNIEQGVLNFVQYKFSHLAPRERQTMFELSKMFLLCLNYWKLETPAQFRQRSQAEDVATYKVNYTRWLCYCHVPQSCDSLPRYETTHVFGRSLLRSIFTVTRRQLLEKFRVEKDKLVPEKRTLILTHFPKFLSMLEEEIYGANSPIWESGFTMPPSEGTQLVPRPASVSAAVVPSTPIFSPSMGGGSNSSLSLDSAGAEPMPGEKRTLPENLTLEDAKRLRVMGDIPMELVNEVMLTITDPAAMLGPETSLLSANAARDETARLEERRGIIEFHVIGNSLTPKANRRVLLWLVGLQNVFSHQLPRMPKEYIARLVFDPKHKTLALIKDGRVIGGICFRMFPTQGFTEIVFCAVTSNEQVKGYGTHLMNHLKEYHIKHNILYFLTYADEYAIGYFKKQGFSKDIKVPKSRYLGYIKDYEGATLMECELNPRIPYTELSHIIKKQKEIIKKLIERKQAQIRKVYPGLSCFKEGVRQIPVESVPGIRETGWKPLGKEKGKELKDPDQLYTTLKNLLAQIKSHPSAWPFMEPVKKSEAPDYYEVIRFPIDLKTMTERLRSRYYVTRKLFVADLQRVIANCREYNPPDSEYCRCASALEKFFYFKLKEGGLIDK
#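 Free CoA generated was detected with ThioGlo1 (50uM) fluorescence at Ex340nm/Em540nm, read immediately and after 20 min at room temperature. Enzyme, 20 nM in HEPES pH 7.5 buffer, saw compounds 15 min before adding 75uM H3(1-25) peptide and 70uM acetyl-CoA.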
# TDP1 cell CPT = growth inhibition of DT40 Tdp1-/-;hTDP1 cells with camptothecin (screen for TDP1 inhibitors); chicken DT40 Tdp1-/-;hTDP1 cells + 20 nM CPT, ATP luminescence, 48 h; Potency, µM (highest dose often 46.2 µM), without a hit: top-dose activity change, negative = growth inhibition, usual class: inhibitors; 420,000 tested, 12% active; also: nearly all actives have a fitted effect of over 55% in size
#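 Cell growth measured by CellTiter-Glo luminescence after a minimum 48 h, 37 C compound exposure with 20 nM CPT in Tdp1-knockout DT40 cells stably expressing hTDP1, seeded 400/well; qHTS titration format.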
# TDP1 cell noCPT = qHTS for Inhibitors of human tyrosyl-DNA phosphodiesterase 1 (TDP1): qHTS in cells in absence of CPT. Potency, µM (highest dose often 46.2 µM), without a hit: top-dose activity change, negative = growth inhibition, actives largely listed as inhibitors. AID 686978, 2013. 420,000 tested, 15% active. DT40 Tdp1-/- hTDP1 cells, no CPT, ATP luminescence, 48 h; also: nearly all actives have a fitted effect of over 55% in size
#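 Chicken DT40 Tdp1-/- cells stably complemented with human TDP1 were seeded at 400 cells/well with DMSO in place of 20 nM camptothecin. After compound pinning, cells grew at least 48 hr at 37 °C; viability read by CellTiter-Glo luminescence.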
# * hit, by the source's call; u = inconclusive; x = no result given; [ ] = dose if it differs, or a comment. Calls follow the shape of the dose curve; as a rule, active = well fitted curve in the direction sought with a large enough effect; inconclusive = small, poorly fitted or top-dose-only effect, or another doubt; inactive = no such curve, though single readings can be large; an effect the other way counts as inactive or inconclusive. % is scaled to controls: 0 for no effect and ±100 for the full control effect; potency is read from the fitted curve at half-maximal effect.
entry	Molecule	KAT2A inh	TDP1 cell noCPT	TDP1 cell CPT
1	COC(=O)CC1C(=O)NCCN1C(=O)c1cc([N+](=O)[O-])ccc1Cl (stereo unspecified)	-14%	5%	8%
2	CCN(CC)c1ccc(NC(=O)CCS(=O)(=O)c2ccc3c(c2)oc(=O)n3C)c(C)c1	-1%	-8%	u
3	O=C(c1cc(C2CCCCN2C(=O)CCCc2ccccc2)on1)N1CCOCC1 (stereo unspecified)	x	u	u
4	COc1cc(NC(=O)c2oc3c(c2C)-c2nn(Cc4cccc(Cl)c4)cc2CC3)cc(OC)c1	-14%	u	u
5	COc1ccc2[nH]c3c(c2c1)CCN1C(=O)N([C@@H](C)C(=O)NC2CCCC2)C(=O)[C@]31C	-9%	u	12µM*
6	O=C(NC1CCCCC1)c1n[nH]c2c1CCCCC2	-11%	u	u
7	O=c1c2cc(NC(=S)NCc3ccccn3)ccc2nc2n1CCCCC2	-8%	-3%	-13%
8	COc1cccc(N2CCN(c3ncnc4c3nc3n4CCCCC3)CC2)c1	-15%	10µM*	16µM*
9	O=C(CCC1CCCCC1)Nc1ccccc1O	-7%	-14%	-20%
10	O=C(Nc1ccc(Br)cc1)NC1CCCCCCC1	u	u	u
11	COc1ccc(NS(=O)(=O)c2cccc(C(=O)N/N=C(\C)c3ccc(-n4ccnc4)cc3)c2)cc1	-2%	-25%	-5%
12	COc1ccc(CCc2ccc3ccccc3n2)cc1	x	u	6%
13	CC1=NN(C(C#N)c2ccc(F)cc2)C(c2ccccc2)C1 (stereo unspecified)	-8%	0%	6%
14	O=C(COC(=O)c1ccc2ccccc2n1)Nc1ccccc1Br	-5%	11%	1%
15	COc1cc(OC)c2nc(C)c3c(c2c1)N(c1ccc(O)cc1)CC3	-7%	16µM*	u
16	CC1=C(C(=O)OC(C)C)C(c2cccnc2)n2ncnc2N1 (stereo unspecified)	-5%	-24%	-10%
17	CC(=O)c1ccc(N=Nc2ccc(N(C)C)cc2)cc1	-5%	-11%	-15%
18	COc1ccccc1NC(=O)N(C)C[C@@H]1OCc2cn(nn2)CCCC(=O)N([C@H](C)CO)C[C@H]1C	x	15%	9%
19	CC(NC(=O)CNC(=O)C1CCCCC1)c1cccc(Cl)c1 (stereo unspecified)	-4%	-17%	-4%
20	Cc1ccc(S(=O)(=O)Nc2ccc(Cl)cc2)cc1NC(=O)c1cc2c(s1)CCCC2	-9%	u	u
21	Cc1ccc(NC(=O)CSCC(=O)Nc2cc(S(=O)(=O)N3CCOCC3)ccc2OC(C)C)cc1	x	u	u
22	Nc1cc([N+](=O)[O-])ccc1N1C(=O)CCCC1=O	-2%	-3%	-4%
23	CC1CC(C)CN(CCOc2ccc(Br)cc2)C1 (stereo unspecified)	-4%	-20%	5%
24	COc1cc(NC(=S)NC(=O)c2ccc(C(C)(C)C)cc2)ccc1NC(=O)c1cccs1	-7%	18µM*	u

# Single records, from the list above.
# `O=C(NC1CCCCC1)c1n[nH]c2c1CCCCC2` across the screens: KAT2A inh = -11%; TDP1 cell noCPT = u; TDP1 cell CPT = u
# `O=C(COC(=O)c1ccc2ccccc2n1)Nc1ccccc1Br` across the screens: KAT2A inh = -5%; TDP1 cell noCPT = 11%; TDP1 cell CPT = 1%

# Next part.
entry	Molecule	KAT2A inh	TDP1 cell noCPT	TDP1 cell CPT
25	O=C(NC(Cc1ccccc1)C(=O)N1CCc2ccccc2C1)c1ccccc1 (stereo unspecified)	-6%	u	u
26	COC(=O)C1=C(NC(=O)CCCCl)CCS1	-21%	-6%	-22%
27	COc1cc(OC)cc(-c2nnc(SCc3ccc(C(=O)O)cc3)o2)c1	u	-2%	6%
28	COc1ccc(OCCCC(=O)N(CCC2=CCCCC2)c2c(N)n(Cc3ccccc3)c(=O)[nH]c2=O)cc1	u	u	-1%
29	COc1ccc(/C=C2\SC(=O)N(CCC(=O)N3CCN(C)CC3)C2=O)cc1	-2%	u	-26%
30	CC(NC(=O)C1CC1)C(c1cccs1)N1CCN(c2ccccc2)CC1 (stereo unspecified)	1%	u	u
31	CCC(c1nnnn1-c1ccc2c(c1)OCCO2)N1CCN(c2ccc(C(F)(F)F)cc2[N+](=O)[O-])CC1 (stereo unspecified)	x	23µM*	15µM*
32	Cc1ccc(/C(N)=N/OC(=O)c2ccc(C)cc2Cl)cc1	-2%	-21%	6%
33	COc1cc(CN2C[C@@H](CO)O[C@@H](n3cnc4c(NC(C)C)ncnc43)C2)cc(OC)c1OC	x	-15%	-2%
34	Cc1ccc(C(=O)NNC(=O)C2CC2)cc1Br	-2%	14%	-21%
35	CCC1CCCCN1CCNC(=O)CCS(=O)(=O)c1ccc(Br)cc1 (stereo unspecified)	-2%	-12%	6%
36	O=C(N/N=C/c1cccnc1)C(O)c1ccccc1 (stereo unspecified)	0%	11%	3%
37	CCCCN(CC)C(=O)Cn1nc(C)c2c(C)n(-c3ccccc3)nc2c1=O	-5%	-13%	-8%
38	Cc1cccc(OS(=O)(=O)NC(=O)OCC2CCCN3CCCCC23)c1 (stereo unspecified)	2%	2%	-6%
39	Cc1ccc(C)c(CNC(=O)c2ccc3c(c2)nc2n3CCOC2)c1	1%	-23%	-3%
40	O=C(COc1ccc(-n2cnnn2)cc1)Nc1cc(Cl)cc(Cl)c1	-2%	u	-22%
41	Oc1ccc2ccccc2c1N=Nc1nccs1	6%	0.65µM*	1.2µM*
42	CCOc1ccc(C(=O)Nc2ccc(CN3CCOCC3)cc2)cc1Br	-12%	u	u
43	CCc1ccc(NC(=O)CC2C(=O)N(c3ccccc3)C(=O)N2C(C)C)cc1 (stereo unspecified)	-1%	-1%	-9%
44	O=C1c2ccccc2S(=O)(=O)c2cc(N3CCC4(CC3)OCCO4)ccc21	x	u	u
45	N#Cc1nc(-c2ccc(Cl)cc2)oc1NCc1ccco1	-1%	u	u
46	Cn1c(C(=O)N2CCN(c3ncccn3)CC2)cc2c(=O)n(C)c3ccccc3c21	-6%	21µM*	u
47	COc1cc(S(=O)(=O)N2CCC(c3nc4ccccc4s3)CC2)ccc1S(=O)(=O)N1CC(C)CC(C)C1 (stereo unspecified)	1%	u	u
48	COc1cccc(C(=O)Nc2c(C)nn(-c3ccccc3)c2C)c1	-4%	-23%	-17%
49	O=C(NCC(O)c1ccccc1)c1ccc(Cl)c(S(=O)(=O)N2CCCC2)c1 (stereo unspecified)	1%	u	-26%
50	CC(C)CC(N=Cc1c(O)c2ccccc2oc1=O)C(=O)O (stereo unspecified)	-3%	3%	10%
51	COc1ccc(-c2nnc(SCC(=O)N3CCOCC3)n2C)cc1OC	-4%	-23%	-15%
52	CCOC(=O)C(C)Oc1cccc2c(=O)n(CC(=O)NCc3ccccc3)ccc12 (stereo unspecified)	3%	0.92µM*	0.58µM*
53	Oc1ccc(C=NNc2nc3ccccc3s2)c(O)c1	x	4.1µM*	3.7µM*
54	Cc1ncc(C[n+]2ccc(C)c(C)c2)c(N)n1	-3%	-1%	-22%
55	O=C(c1ccccc1-c1ccccc1)N1CCOCC1	-6%	-5%	2%
56	c1ccc(CSc2nnc(-c3ccco3)n2Cc2ccccc2)cc1	4%	u	u
57	O=c1[nH]/c(=C/c2ccc3c(c2)OCO3)c(=O)[nH]/c1=C/c1ccc2c(c1)OCO2	x	-9%	-2%
58	CCCCC(=Nc1ccccc1OC)C1=C(O)CC(c2ccccc2)CC1=O (stereo unspecified)	-3%	-29%	-13%
59	COc1cc(/C=N/NC(=S)NCCN2CCOCC2)ccc1O	1%	-6%	-20%
60	O=C(c1ccc2nc(N3CCOCC3)sc2c1)N1CCC(Cc2ccccc2)CC1	-4%	23µM*	u
61	S=c1[nH]ncn1/N=C/c1ccc(Br)cc1	-10%	-28%	u
62	N#Cc1ccccc1S(=O)(=O)N1CCN(S(=O)(=O)c2ccc(Br)c(C(=O)O)c2)CC1	-16%	-3%	13%
63	Cc1ccccc1CSCC(=O)N/N=C/c1cccs1	-22%	u	u
64	COC(=O)c1scc(-c2ccc(C)cc2)c1S(=O)(=O)Nc1cc(Cl)c(OC)cc1OC	-12%	12µM*	13µM*
65	CN(C(=O)c1cccc(NC(=O)Cc2ccc(NC(=O)C3CCCN(C(=O)c4ccccc4)C3)cc2)c1)C1CCC1 (stereo unspecified)	x	u	u
66	Cc1nc(N2CCN(C)CC2)c2c(C)c(C(=O)Nc3ccc(F)cc3)sc2n1	-7%	u	u
67	CC(C)c1ccccc1NC(=O)COC(=O)c1cc([N+](=O)[O-])ccc1N1CCOCC1	-4%	18µM*	u
68	O=C(NC1CCCC1)C1C(c2ccc(C(F)(F)F)cc2)=Nc2ccccc2N1C(=O)c1ccccc1 (stereo unspecified)	x	u	u
69	CN(C)S(=O)(=O)n1cc(/C=C(\NC(=O)c2ccccc2F)C(=O)N2CCOCC2)c2ccccc21	-5%	u	u
70	CCOc1ccccc1NC(=O)CSc1nc2cc(OC)c(OC)cc2c2nc(-c3ccccc3)nn12	4%	7%	39%[activator]
71	COc1ccc(N2CCN(c3ncnc4c3cnn4-c3ccc(C)c(Cl)c3)CC2)cc1	0%	-12%	-11%
72	CCN(CC)CCN(Cc1cc2cc3c(cc2[nH]c1=O)OCO3)C(=S)NC	-9%	-15%	-24%
73	COc1ccc(CN2CCC3(CCC(CNC(=O)C4CCCO4)O3)CC2)c(C)c1C (stereo unspecified)	x	-10%	u
74	COc1ccccc1NC(=O)C/C(C)=N/NC(=O)c1ccccn1	-7%	-15%	-2%
75	O=C(N/N=C\C=C\c1ccc2c(c1)OCO2)c1cccnc1	-3%	u	u
76	COCCNc1ncnc2c1ncn2[C@H]1CN(Cc2ccco2)C[C@@H](CO)O1	x	u	-17%
77	CCOC(=O)c1cc(-c2ccc(OC)cc2)n(CCC(=O)Nc2cccc(C(C)=O)c2)c1C	-1%	15µM*	16µM*
78	COc1ccccc1Cn1c(=S)[nH]c2cc(C(=O)NCc3cccnc3)ccc2c1=O	-8%	-18%	5%
79	O=C(COC(=O)c1cc(Cl)ccc1O)NNC(=O)c1ccc([N+](=O)[O-])cc1	3%	-6%	-13%
80	Cc1cnc(C(=O)N(c2ccccc2)C(c2ccccc2)c2nc3ccccc3[nH]2)cn1 (stereo unspecified)	x	u	u
81	CN(C)CCOc1ccc(-c2c(-c3ccccc3)sc3ccccc23)cc1	-5%	6.5µM*	10µM*
82	CNC(=O)COC(=O)c1ccc(Cl)c(S(=O)(=O)N2CCCC2)c1	-2%	-4%	0%
83	Cc1c(C(=O)Nc2nc3ccccc3[nH]2)oc2c(Cl)cccc12	25%	16µM*	u
84	O=C1OC(c2ccc(Br)cc2)=N/C1=C\c1ccco1	-6%	-29%	-22%

# (continued)
entry	Molecule	KAT2A inh	TDP1 cell noCPT	TDP1 cell CPT
85	O=C1CC(c2ccccc2)c2ccccc21 (stereo unspecified)	-8%	-11%	u
86	Cc1ccc(NC(=O)CC2NCCNC2=O)cc1 (stereo unspecified)	-6%	20%	1%
87	N#Cc1c(/N=C/c2ccc(-c3ccc(C(=O)O)c(Cl)c3)o2)sc2c1CCCC2	-6%	-23%	7%
88	O=C1c2ccccc2C(=O)N1c1cccc(N2C(=O)c3ccccc3C2=O)n1	x	-2%	12%
89	CC(C)(C)c1cc2nc3c(c(=O)n2[nH]1)CN(Cc1ccccc1)C3=O	-3%	-5%	-14%
90	CC(OC(=O)c1cccnc1Cl)C(=O)NCc1ccccc1 (stereo unspecified)	-6%	-6%	16%
91	CCCCC(=O)Nc1nnc(S(=O)(=O)N(C)Cc2ccco2)s1	-3%	6%	-3%
92	CCn1c(=O)c(=O)[nH]c2cc(C(=O)N3CCN(c4ccccc4F)CC3)ccc21	-1%	-7%	-8%
93	CSc1nsc2nc(=O)c(/C=C3\C=Nc4ccccc43)c(N)n12	-2%	-8%	0%
94	CC(=O)Nc1sc(N)nc1-c1ccccc1	-2%	-18%	3%
95	CCOC(=O)C1CC2CC(C1)CN(C(=O)C1CCCCC1)C2 (stereo unspecified)	-3%	-4%	-14%

# Some entries already given with just TDP1 cell noCPT.
entry | canonical_smiles | TDP1 cell noCPT
91 | CCCCC(=O)Nc1nnc(S(=O)(=O)N(C)Cc2ccco2)s1 | 6%
92 | CCn1c(=O)c(=O)[nH]c2cc(C(=O)N3CCN(c4ccccc4F)CC3)ccc21 | -7%
93 | CSc1nsc2nc(=O)c(/C=C3\C=Nc4ccccc43)c(N)n12 | -8%
94 | CC(=O)Nc1sc(N)nc1-c1ccccc1 | -18%
95 | CCOC(=O)C1CC2CC(C1)CN(C(=O)C1CCCCC1)C2 (stereo unspecified) | -4%
